MrgX1 antagonist – blocks BAM8-22 activation of human MrgX1 receptor; Q96LB2; MRGX1-HEK293 calcium flux, Fluo-4, BAM8-22 antagonism; hits give low values; B-score at 10 µM; actives 1.3% (n = 310,000); AID 588676;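 active means calcium-response B-score plate-corrected more than 3 library SD below zero, starting fluorescence within 5 deviations, no agonist response on first addition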;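 further: peak minus trough fluorescence over baseline after final BAM8-22 challenge near maximal dose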
TRPC6 inh – blocks the mouse TRPC6 cation channel. actives 1.1% (n = 310,000). HEK293-TRPC6, membrane potential dye, ACh-evoked depolarization; hits give low values. B-score at 10 µM. Q61143;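 active means B-score under library mean minus 3 SD, initial fluorescence not abnormally high, positive integrated signal ratio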;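 further: B-score derived from integrated fluorescence ratio over the kinetic read; more negative B-score means stronger inhibition of depolarization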
Target sequence (Q61143 whole entry, looked up): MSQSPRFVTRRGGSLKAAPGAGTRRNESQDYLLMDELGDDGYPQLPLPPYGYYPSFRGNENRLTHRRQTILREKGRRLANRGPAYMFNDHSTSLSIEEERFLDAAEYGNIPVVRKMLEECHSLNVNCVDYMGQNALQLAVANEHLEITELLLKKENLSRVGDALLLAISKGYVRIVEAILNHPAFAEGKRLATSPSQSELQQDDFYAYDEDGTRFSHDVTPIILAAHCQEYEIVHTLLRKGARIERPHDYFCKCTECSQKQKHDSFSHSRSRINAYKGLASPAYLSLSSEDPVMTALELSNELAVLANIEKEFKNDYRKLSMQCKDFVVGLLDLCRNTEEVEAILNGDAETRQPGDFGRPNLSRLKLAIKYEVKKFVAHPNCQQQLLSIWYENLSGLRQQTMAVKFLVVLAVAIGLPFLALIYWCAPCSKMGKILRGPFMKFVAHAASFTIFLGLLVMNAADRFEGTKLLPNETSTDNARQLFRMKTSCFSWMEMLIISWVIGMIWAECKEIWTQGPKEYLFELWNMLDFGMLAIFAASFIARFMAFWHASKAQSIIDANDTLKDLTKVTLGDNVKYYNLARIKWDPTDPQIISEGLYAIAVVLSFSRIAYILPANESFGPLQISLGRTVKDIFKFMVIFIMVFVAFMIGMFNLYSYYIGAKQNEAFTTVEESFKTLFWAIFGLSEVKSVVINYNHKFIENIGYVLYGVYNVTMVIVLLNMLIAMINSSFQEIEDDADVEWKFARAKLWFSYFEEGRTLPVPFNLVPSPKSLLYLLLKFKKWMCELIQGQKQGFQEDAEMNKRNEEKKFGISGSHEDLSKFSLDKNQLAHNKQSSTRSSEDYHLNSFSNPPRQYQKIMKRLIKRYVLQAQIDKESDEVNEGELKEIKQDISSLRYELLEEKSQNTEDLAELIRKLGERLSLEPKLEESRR
ANO1 block – blocks the mouse calcium-activated chloride channel TMEM16A. Q8BHY3. HEK293 TMEM16A/YFP iodide influx fluorescence, ionomycin. normalized B-score (activity score, 25-100; higher = stronger inhibition) at 10 µM. actives 1.2% (n = 310,000). AID 588511;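 active means ratio plate-corrected score three or more library SD toward inhibition, starting fluorescence score within five deviations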;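 further: score derived from kinetic fluorescence span divided by baseline fluorescence per well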
MrgX1 PAM – allosterically activates human MrgX1 receptor signaling. Q96LB2. B-score at 10 µM. AID 588675. actives 0.63% (n = 310,000). MrgX1-HEK293, Fluo-4 calcium flux, FDSS; hits give high values;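 active means plate-corrected calcium response at least 3 library SD above typical, normal starting fluorescence, not activating the receptor alone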;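 further: compound read alongside a low EC10 to EC30 dose of BAM8-22 agonist; peak minus trough fluorescence over baseline measured at the second addition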
SKKanGAS inh – SKKanGAS growth inhibition; S. pyogenes SKKanGAS, kanamycin growth, BacTiter-Glo, 6 h; inhibition, % at 7.5 µM; actives 1.3% (n = 300,000); AID 1662;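 active means mean replicate score, as percent of positive control median, at least 50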;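 further: strain carries kanamycin resistance gene driven by streptokinase promoter and grows in 40 µg/ml kanamycin; loss of luminescence reflects streptokinase promoter inhibition or plain growth inhibition; 0% = median of DMSO wells and 100% = positive control at its reference dose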
ANO1 activ – mouse TMEM16A channel activation, primary screen. Q8BHY3. HEK293 TMEM16A/YFP-H148Q/I152L, iodide quench fluorescence; hits give low values. actives 0.3% (n = 340,000). B-score at 10 µM. AID 623877;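 active means fluorescence-ratio B-score plate-corrected deviation score at least 3 library SD below zero, with starting fluorescence score within 5 deviations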;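 further: channel opened by trigger with iodide after compound preincubation; score built on the fluorescence ratio of max minus min over baseline; more negative score means more quench and so TMEM16A activation or potentiation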
TRPC4 potent – allosterically enhances the mouse TRPC4 cation channel | Q9QUQ5 | HEK293 TRPC4beta/mu-opioid, DAMGO EC20, Fluo-4 Ca2+ flux; hits give high values | B-score at 10 µM | actives 0.42% (n = 310,000) | AID 2227;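 active means B-score of calcium response area above 5 SD of library B-scores, with initial fluorescence ratio within 5 SD of library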;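 further: B-score of integrated fluorescence ratio over time as area under calcium response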
TRPC4 act – opens the mouse TRPC4 cation channel; B-score at 10 µM; HEK293 TRPC4beta/mu-opioid, Fluo4 calcium fluorescence; hits give high values; AID 2237; Q9QUQ5; actives 0.49% (n = 310,000);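 active means B-score above 5 SD of library B-scores, and initial fluorescence ratio not above library mean plus 5 SD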;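 further: positive B-score marks a calcium rise read as TRPC4 activation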
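Assay system – TRPC4beta and mu-opioid receptor HEK293 stable cells · Measured by – Fluo4 fluorescence, kinetic · Schedule – dye loading 45 min room temperature, 110 s kinetic read · Read-out – B-scored integrated calcium fluorescence ratio · Controls – buffer and maximal DAMGO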
MrgX1 ag – activates human MrgX1 receptor signaling; MrgX1-HEK293 cells, Fluo-4 calcium fluorescence, agonist mode; hits give high values; B-score at 10 µM; actives 0.44% (n = 310,000); AID 588627;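 active means calcium response B-score plate-corrected fluorescence ratio at least 3 library SD, with starting fluorescence B-score inside 5 SD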
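Assay system: stable human MrgX1 HEK293 cell line. Quantity: 15,000 cells per well. Schedule: cells plated overnight, dye loaded 0.5 h 37 °C, 0.5 h room temperature. Detection: Fluo-4 NW calcium-flux fluorescence, kinetic read. Read-out basis: peak-minus-minimum fluorescence over baseline, converted to B scores. Control set: positive and negative control wells on each plate.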
TRPC4 block – inhibitors of mouse TRPC4 channel | Q9QUQ5 | HEK293 TRPC4beta/mu-opioid, DAMGO-evoked Fluo4 calcium flux; hits give low values | B-score at 10 µM | actives 0.39% (n = 300,000) | AID 2247;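 active means B-score over 3 SD under the library average, no early fluorescence shift, positive overall ratio signal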
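Assay system: HEK293 cells with stable TRPC4beta plus mu-opioid receptor expression. Dosing: single dose. Measured by: Fluo4 Ca2+ flux fluorescence. Also added: DAMGO in two steps, submaximal then maximal. Read-out: B score from integrated Fluo4 fluorescence ratio.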
TRPC6 act – activators of mouse TRPC6 channel; Q61143; HEK293-TRPC6 membrane potential dye fluorescence; hits give high values; B-score at 10 µM; actives 0.13% (n = 310,000);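 active means B-score of the integrated fluorescence ratio above library mean plus 3 SD, and starting fluorescence ratio within library mean plus 5 SD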;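 further: higher score means more depolarization so channel activation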
Numbers without * were called inactive; i = inactive; . = not tested or not shown.

Every second line gives: MrgX1 antagonist	TRPC6 inh	ANO1 block	MrgX1 PAM	SKKanGAS inh	ANO1 activ	TRPC4 potent	TRPC4 act	MrgX1 ag	TRPC4 block	TRPC6 act
> CC(=O)Nc1ccc(N2S(=O)(=O)c3ccccc3S2(=O)=O)cc1
 : i	.	i	i	.	i	.	.	i	.	.
> CSc1nnc(NC(=O)c2cccc(S(=O)(=O)N3CCOCC3)c2)s1
 : i	i	i	i	14	i	i	i	i	i	i
> COC(=O)c1c(-c2ccccc2)csc1N1C(=O)Nc2ccccc2N1O
 : i	i	i	i	14	i	i	i	i	i	i
> O=P1(Nn2cnnc2)C=C(c2ccccc2)OC(c2ccccc2)=C1
 : i	i	i	i	-6	i	i	i	i	i	i
> CC[C@]1(c2ccccc2)C(=O)N(C(=O)OC)N1C(=O)OC
 : i	i	i	i	10	i	i	i	i	i	i
> Cc1c(Br)c([N+](=O)[O-])nn1CC(=O)Nc1ccccn1
 : i	i	i	i	-3	i	i	i	i	i	i
> COc1ccc(NC(=O)CCC(=O)c2cccs2)c(OC)c1
 : i	i	i	i	-5	i	i	i	i	i	i
> CC(=O)n1cc([C@H]2C=C(C(=O)O)O[C@@H](OCCCCO)C2)c2ccccc21
 : i	i	i	i	-4	i	i	i	i	i	i
> Cc1cc(=O)oc2c3c(cc(OCC(=O)N4CCC(C(=O)O)CC4)c12)OC(C)(C)CC3
 : i	i	i	i	0	i	i	i	i	i	i
> Cc1ccc(S(=O)(=O)C2(C(=O)NC3CCCCC3C)CC2)cc1 (stereo unspecified)
 : i	i	i	i	2	i	i	i	i	i	i
> COCCOC(=O)C1=C(C)N=C2SCCC(=O)N2C1c1ccc(OC(=O)c2ccco2)cc1 (stereo unspecified)
 : i	i	i	i	-11	i	i	i	i	i	i
> O=C(Nc1ccccc1C(=O)O)c1cccc(NC(=O)c2ccco2)c1
 : i	i	i	i	6	i	i	i	i	i	i
> COc1ccc(-c2cnc(N)nc2-c2ccc(OC)cc2O)cc1
 : i	i	i	i	-7	-17*	i	i	i	i	i
> Oc1ccc(/C=N/Nc2nc(-c3cccnc3)nc3ccccc23)c(O)c1
 : i	i	i	i	8	i	i	i	i	i	i
> CN1/C(=C/C(=O)C2CC2)C(C)(C)c2ccccc21
 : i	i	i	i	6	i	i	i	i	i	i
> Cc1ccc(-c2c[n+](CC(=O)c3cccs3)c3n2CCC3)cc1
 : i	i	i	i	-9	i	i	i	i	i	i
> CC1Cc2nc(SCC(=O)Nc3ccccc3F)n(C)c(=O)c2S1 (stereo unspecified)
 : i	i	i	i	.	i	i	i	i	i	i
> CCOC(=O)c1c(NC(=O)c2nn(CC)cc2Br)c(C#N)nn1-c1ccccc1
 : i	i	100*	i	20	i	i	i	i	i	i
> CC(C)(C)NC(=O)C(c1ccc(F)cc1)N(C(=O)CCC(=O)Nc1ccccn1)C1CCCC1 (stereo unspecified)
 : i	i	i	i	6	i	i	i	i	i	i
> CCC(OC(=O)CN1C(=O)C(=O)c2ccccc21)C(=O)Nc1ccc(S(N)(=O)=O)cc1 (stereo unspecified)
 : i	i	i	i	-5	i	i	i	i	i	i
> COc1cc(NC(=O)CN(c2ccc(C)cc2)S(=O)(=O)c2c(C)n[nH]c2C)cc(OC)c1
 : i	i	i	i	-4	i	i	i	i	i	i
> O=C(CN(c1ccccc1)S(=O)(=O)c1ccccc1[N+](=O)[O-])Nc1ccccc1C(=O)N1CCOCC1
 : i	i	i	i	-4	i	i	i	i	i	i
> COc1cc(Br)c(CNc2cc(C)ccc2C)cc1OC
 : i	i	i	i	11	i	i	i	i	i	i
> Cc1ccc(O)c(-c2cc(-c3ccccc3F)[nH]n2)c1
 : i	i	i	i	8	i	i	i	i	i	i
> CC(C)[C@H](NC(=O)[C@H](Cc1ccccc1)n1c(=O)[nH]c2ccccc2c1=O)C(=O)N[C@@H](Cc1ccccc1)C(=O)O
 : i	i	i	i	-1	i	i	i	i	i	i
> O=C1CCCCCN1Sc1ccccc1
 : i	i	i	i	17	i	i	i	30*	i	i
> CC(c1ccco1)N(C(=O)COc1ccc(Cl)cc1Cl)c1ccccn1 (stereo unspecified)
 : i	i	i	i	-5	i	i	i	i	i	i
> CN(C)S(=O)(=O)N(Cc1ccc(Br)cc1)c1ccccc1
 : i	i	i	i	6	i	i	i	i	i	i
> Cc1ccc(-n2nc3c(=S)[nH]nc(C)c3c2C)cc1
 : i	i	i	i	8	i	i	i	i	i	i
> CCCCN(C)CC(O)Cn1cc(/C=C/C(=O)c2cccs2)c2ccccc21 (stereo unspecified)
 : i	i	i	i	-2	i	i	i	i	i	i
> Fc1ccc(CNC(=S)Nc2ccc(Cl)cc2)cc1
 : i	i	i	i	27	i	i	i	i	i	i
> O=C(Nc1csnn1)c1csnn1
 : i	i	i	i	3	i	i	i	i	i	i
> CN(CC(=O)Nc1ccc(Cl)c(C(F)(F)F)c1)C(=O)c1cn2ccccc2n1
 : i	i	i	i	1	i	i	i	i	i	i
> O=C(NCc1cccnc1)c1ccc(CS(=O)(=O)c2ccc(Br)cc2)o1
 : i	i	i	i	-9	i	i	i	i	i	i
> C/C(=N/NC(=O)c1ccn(C)n1)c1ccncc1
 : i	i	i	i	4	i	i	i	i	i	i
> Cc1ccc(S(=O)(=O)N(C)CCCC(=O)Nc2cc(C)ccc2C)cc1
 : i	i	i	i	-5	i	i	i	i	i	i
> COc1ccc(-n2cc3ccc([N+](=O)[O-])cc3n2)cc1
 : i	i	i	i	0	i	i	i	i	i	i
> O=C1CC(c2ccccc2)Cc2nc(NCc3ccco3)ncc21 (stereo unspecified)
 : i	i	i	i	-6	i	i	i	i	i	i
> Cc1ccc(S(=O)(=O)N2CCCCC2)cc1C(=O)NCCC1=CCCCC1
 : i	i	i	i	-6	i	i	i	i	i	i
> CC(=O)c1c(C(=O)O)c2ccccc2[nH]c1=O
 : i	i	i	i	2	i	i	i	i	i	i
> N#Cc1ccc(-c2ccc(OCC(=O)NCCCN3CCCC3=O)cc2)cc1
 : i	i	i	i	-2	i	i	i	i	i	i
> CCCN1C(=O)/C(=C/c2nc3ccccc3c(=O)[nH]2)c2cc(C)ccc21
 : i	i	i	i	11	i	i	i	i	i	i
> CCCc1ccc(C(C)NC(=O)c2cnccn2)cc1 (stereo unspecified)
 : i	i	i	i	1	i	i	i	i	i	i
> Cn1c(N)c(S(=O)(=O)NCc2ccccc2Cl)c(=O)n(C)c1=O
 : i	i	i	i	3	i	i	i	i	i	i
> Cc1ccc(S(=O)(=O)N2CCNC(=O)CC2)cc1
 : i	i	i	i	.	i	i	i	i	i	i
> O=C(OCC(=O)N1CCN(C(=O)c2ccco2)CC1)c1ccccc1NCCO
 : i	i	i	i	2	i	i	i	i	i	i
> O=C(CCc1ccccc1)N=C1SC2CS(=O)(=O)CC2N1Cc1ccc(F)cc1 (stereo unspecified)
 : i	i	i	i	-14	i	i	i	i	i	i
> CNC(=O)c1nc(C)n(-c2cc(Cl)cc(Cl)c2)n1
 : i	i	i	i	-5	i	i	i	i	i	i
> COc1ccc(CNc2ccc(-c3ccc(OC)cc3)nn2)cc1
 : i	i	100*	i	-2	i	i	i	i	i	i
> O=C(O)c1cn[nH]c1-c1cccc([N+](=O)[O-])c1
 : i	i	i	i	17	i	i	i	i	i	i
> C/C=C(\C)c1nnc(NC(=O)c2ccco2)s1
 : i	i	i	i	3	i	i	i	i	i	i
> O=C(NC1CCCCC1)C(=S)N1CCOCC1
 : -5.4*	i	i	i	-5	i	i	i	i	i	i
> CC(=O)n1c(Cl)c(NC(=O)CCl)c2ccccc21
 : i	i	i	i	-12	i	i	i	i	i	i
> CCC(=O)N(CCC(c1ccco1)C(C)C)Cc1ccccc1 (stereo unspecified)
 : i	i	i	i	3	i	i	i	i	i	i
> c1ccc2[nH]c(-c3ccncc3)nc2c1
 : i	i	i	i	9	i	i	i	i	i	i
> CCOC(=O)N1CCC(Nc2c(NCCN3CCN(c4cccc(Cl)c4)CC3)c(=O)c2=O)CC1
 : i	i	i	i	4	i	i	i	i	i	i
> CC(NC(=O)c1ccccc1)c1ccc(Br)cc1 (stereo unspecified)
 : i	i	i	i	1	i	i	i	i	i	i
> COC(=O)N1C(=O)[C@@](c2ccccc2)(C(C)C)N1C(=O)OC
 : i	i	i	i	7	i	i	i	i	i	i
> O=c1[nH]c(-c2ccccc2)cnc1-c1ccccc1
 : i	i	i	i	4	i	i	i	i	i	i
> COc1ccc(/C=N/NC(=O)c2[nH]nc3c2CCc2ccccc2-3)cc1OC
 : i	i	i	i	15	i	i	i	i	i	i

Following part:
Every second line gives: MrgX1 antagonist	TRPC6 inh	ANO1 block	MrgX1 PAM	SKKanGAS inh	ANO1 activ	TRPC4 potent	TRPC4 act	MrgX1 ag	TRPC4 block	TRPC6 act
> CCOc1ccc(C(=O)NCCCN2CCOCC2)cc1OCC
 : i	i	i	i	-1	i	i	i	i	i	i
> Cc1ccc(C)c(NC(=O)CSc2nnc(CSc3nc(C)cc(C)n3)n2Cc2ccco2)c1
 : i	i	i	i	4	i	i	i	i	i	i
> Cc1ccc(S(=O)(=O)NNC(=O)c2ccc(NC(=O)C3CC3)cc2)cc1
 : i	i	i	i	.	i	i	i	i	i	i
> COc1cc(OC)c(S(=O)(=O)N2CCOCC2)cc1S(=O)(=O)N1CCOCC1
 : i	i	i	i	-1	i	i	i	i	i	i
> CCC(C)c1ccccc1N1CC(C(=O)Nc2ccccc2N2CCCC2)CC1=O (stereo unspecified)
 : i	i	i	i	-1	i	i	i	i	i	i
> COc1ccc(CC(=O)NCc2n[nH]c(=S)n2-c2cccc(C)c2)cc1
 : i	i	i	i	-3	i	i	i	i	i	i
> Cc1oc2nc(SCC(=O)Nc3ccc(S(N)(=O)=O)cc3)nc(NC(=O)c3ccccc3)c2c1C
 : i	i	i	i	2	i	i	i	i	i	i
> COc1cccc2oc3ccc(C#CC4(N)CCCCC4)cc3c(=O)c12
 : i	-11*	i	i	15	i	i	i	i	i	i
> COC(=O)CN1C(=O)CC(C)(C)S(=O)c2ccccc21 (stereo unspecified)
 : i	i	i	i	-1	i	i	i	i	i	i

Screens (PubChem BioAssay)
